TDP-43 yeast inh: rescues yeast growth from TDP-43 toxicity | 410,000 tested, 1.8% active | TDP-43 expressing yeast growth rescue, BacTiter-Glo, 24 h | Potency, µM (series often up to 46.1 µM), inactives show top-dose growth rescue (activation), hits mostly activators; further: potency means the concentration at half of the fitted maximal effect; % of control where 0% means no effect; nearly all actives have a fitted effect of over 50% in size
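Readout is BacTiter-Glo luminescence of cell growth, so inhibitors register as activators. TDP-43-expressing yeast at OD600=0.02 in galactose medium, after raffinose pregrowth to mid-log, were incubated with compound for 24 hr at 30 deg C.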
PTHR1 agonist: agonists of human PTHR1 parathyroid hormone receptor. Q03431. HEK293 GP2 PTHR1 cells, GloSensor cAMP luminescence, 1 h. Potency, µM (titrated, usually from 115 µM), for the others: at the highest dose activation, actives largely listed as activators. 410,000 tested, 0.075% active. AID 743266; further: potency means the concentration at half of the fitted maximal effect; nearly all actives have a fitted effect of over 55% in size; some results filed as inactive show a strong effect at the top dose; inactives centre near -15; many of its hits are not listed in these tables
Target sequence (Q03431 whole entry, looked up): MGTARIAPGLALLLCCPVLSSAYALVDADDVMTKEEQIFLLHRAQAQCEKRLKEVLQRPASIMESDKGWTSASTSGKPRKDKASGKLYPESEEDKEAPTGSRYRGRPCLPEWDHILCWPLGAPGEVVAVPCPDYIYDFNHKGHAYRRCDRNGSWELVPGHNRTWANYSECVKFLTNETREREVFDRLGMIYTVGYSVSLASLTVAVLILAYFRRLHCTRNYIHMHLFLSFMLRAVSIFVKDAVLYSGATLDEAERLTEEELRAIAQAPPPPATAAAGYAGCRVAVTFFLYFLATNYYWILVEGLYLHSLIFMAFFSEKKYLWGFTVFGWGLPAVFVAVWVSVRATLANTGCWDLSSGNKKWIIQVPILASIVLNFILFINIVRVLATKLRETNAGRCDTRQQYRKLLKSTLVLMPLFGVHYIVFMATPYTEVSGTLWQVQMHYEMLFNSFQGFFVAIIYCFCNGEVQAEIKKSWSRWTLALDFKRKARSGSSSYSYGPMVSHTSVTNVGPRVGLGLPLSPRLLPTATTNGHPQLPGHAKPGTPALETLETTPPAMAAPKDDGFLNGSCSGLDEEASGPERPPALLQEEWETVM
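HEK-293-derived GP2 cells expressing PTHR1 and a GloSensor cAMP reporter, 3,000/well, plated overnight, given luciferin plus IBMX (each 0.5 mM as added) for 1 h at 37 °C, then compound for 1 h at 37 °C. Luminescence was read after 15 min at room temperature.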
Abeta rescue: A-beta toxicity reversal in yeast. yeast expressing A-beta42, growth rescue, OD600, 48 h; response scale: 0% DMSO, 100% iron-clioquinol control. Potency, µM (titrated, usually from 46.1 µM), for inactives: at the highest dose growth rescue, hits mostly activators. 410,000 tested, 0.063% active. AID 1347071; further: potency means the concentration at half of the fitted maximal effect; nearly all actives have a fitted effect of over 55% in size
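Yeast growth medium received pinned compounds, then yeast cells expressing toxic A-beta were added; plates incubated at 30 C for 48 hr. Growth read as absorbance at 600 nm, normalized to DMSO and equimolar FeCl3 plus clioquinol controls.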
D3 antag: blocks the human D3 dopamine receptor. P35462. D3R cells, DiscoveRx beta-arrestin luminescence, antagonist mode; hits give low values. max response, negative = inhibition, %. 360,000 tested, 2.5% active; in the data active means max response below about -50%; inconclusive means no clear call, values can overlap the other calls; further: on the % scale 0 is the no-effect control and ±100 the full control effect; mostly tested at two doses, the higher about 12 µM
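Cells expressing the human receptor were seeded at 1500 cells/well, incubated overnight at 37 degrees C in 5% CO2, then exposed to library compounds with dopamine controls for 90 minutes at 37 degrees C before luminescent detection.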
GLP-1R inv ag: GLP-1 receptor (human) inverse agonism. HEK293 GLP-1R CRE-luciferase, luminescence, 24 h; GLP-1R form is constitutively active. 410,000 tested, 1.6% active. P43220. Potency, µM (doses to about 38.3 µM), without a hit: at the highest dose activity change, negative = inhibition, most hits filed as inhibitors; further: potency means the concentration at half of the fitted maximal effect; on the % scale 0 is the no-effect control and ±100 the full control effect; nearly all actives have a fitted effect of over 55% in size
Target sequence (P43220 whole entry, looked up): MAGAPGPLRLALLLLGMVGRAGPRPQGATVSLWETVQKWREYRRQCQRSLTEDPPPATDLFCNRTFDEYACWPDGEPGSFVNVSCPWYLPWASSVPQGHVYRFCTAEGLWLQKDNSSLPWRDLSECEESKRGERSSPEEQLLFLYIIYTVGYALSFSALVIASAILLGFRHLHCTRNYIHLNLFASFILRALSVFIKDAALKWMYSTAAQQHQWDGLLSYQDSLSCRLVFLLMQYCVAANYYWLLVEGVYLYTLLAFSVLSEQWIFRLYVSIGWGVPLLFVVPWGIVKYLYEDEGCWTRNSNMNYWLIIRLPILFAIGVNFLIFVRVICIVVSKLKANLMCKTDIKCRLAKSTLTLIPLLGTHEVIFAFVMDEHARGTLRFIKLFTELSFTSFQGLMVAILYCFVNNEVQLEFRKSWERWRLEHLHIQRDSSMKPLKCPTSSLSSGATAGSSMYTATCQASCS
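HEK293 cells stably co-expressing constitutively active GLP-1R and a cAMP-responsive luciferase reporter were seeded in DMEM with 10% Nu serum, given compounds after 12 h, and incubated 24 h at 37 deg C. Luminescence was then read.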
aSyn rescue: rescues yeast growth from alpha-synuclein toxicity; AID 652106; Yeast expressing alpha-synuclein, growth rescue, BacTiter-Glo, 24 h; 370,000 tested, 0.14% active; Potency, µM (titrated, usually from 46.1 µM), for the others: top-dose growth rescue (activation), actives largely listed as activators; further: potency means the concentration at half of the fitted maximal effect; % of control where 0% means no effect; nearly all actives have a fitted effect of over 65% in size
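Screening used galactose-induced yeast with toxic alpha-synuclein levels, exposed to compound for 24 hr at 30 deg C. Cell growth, read with BacTiter-Glo luminescence, gave the measured signal.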
GLP-1R agonist: agonists of human GLP-1 receptor. P43220. HEK293 GLP-1R CRE-luciferase, luminescence, 4-6 h; cells express a hypersensitive GLP-1R form. Potency, µM (titrated, usually from 45.6 µM), inactives show at the highest dose activation, actives largely listed as activators. 380,000 tested, 0.007% active; further: potency means the concentration at half of the fitted maximal effect; % of control where 0% means no effect
FUS yeast rescue: rescues growth of FUS-expressing yeast; Potency, µM (doses to about 76.6 µM), for inactives: at the top dose growth rescue (activation), actives largely listed as activators; 390,000 tested, 0.24% active; S. cerevisiae FUS-expressing, growth rescue, OD600, 24 h; AID 1347120;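 further: potency means the concentration at half of the fitted maximal effect; plate controls were DMSO vehicle for no effect and reference control for full effect; nearly all actives have a fitted effect of over 55% in size; some results filed as inactive show a strong effect at the top dose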
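Toxicity suppression screen in FUS-yeast. Cells induced with 2% galactose, starting OD 0.005, treated 24hr at 30C with compounds at multiple final concentrations; growth by OD600.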
pAkt inh: blocks phosphorylation of Akt; Neuro2A IGF-stimulated pAkt S473 HTRF, 20 min; hits give low values; activity change, % for hits at 50 µM; 360,000 tested, 0.32% active; in the data active means activity change below about -80%; inconclusive means mostly about -51% to -80%; further: on the % scale 0 is the no-effect control and ±100 the full control effect
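Neuro2A cells in DMEM with 0.5% FBS, overnight at 37 deg C, given compound at single 50 µM final, then IGF (6 nM final) for 20 min at 37 deg C. Lysed; phospho-Akt Ser473 by HTRF after 24 h, 665/615 ratio.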
* hit, by the source's call; i = inactive; u = inconclusive; x = no result given; [ ] = remark or other dose. Unless noted, the call rests on the fitted dose curve; in most records, active means well fitted curve in the direction sought with a large enough effect; inconclusive means small, poorly fitted or top-dose-only effect, or another doubt; inactive means no such curve, though single readings can be large; an effect the other way counts as inactive or inconclusive. Some of the compounds tested; count on the stated rates, not on these rows.

compound | TDP-43 yeast inh | PTHR1 agonist | Abeta rescue | D3 antag | GLP-1R inv ag | aSyn rescue | GLP-1R agonist | FUS yeast rescue | pAkt inh
O=C(CCN1C(=O)C2C3C=CC(C4CC34)C2C1=O)OCC(=O)c1ccccc1 (stereo not given) | 4% | i | 3% | -17 | -20% | -4% | -1% | x | i
Cc1cc(C)cc(C(=O)NC(CC(N)=O)c2ccc(NCCN3CCOCC3)c([N+](=O)[O-])c2)c1 (stereo not given) | 9% | -53%[inhibitor] | 8% | -17 | 34%[activator] | 0% | -2% | -12% | i
COc1cccc(CNC(=O)CSc2nc(=O)[nH]c3c2CCCC3)c1 | 17% | -23% | 1% | x | 2% | x | x | -13% | x
COc1ccc2nc(-c3ccc(N)cc3)[nH]c2c1 | 1% | -27% | -12% | -2 | 0% | -7% | -1% | 4% | i
CCOc1ccc(/C=C/C(=O)c2c(O)cc(C)oc2=O)cc1 | -15% | -47%[inhibitor] | -37%[inhibitor] | -4 | -14% | 0% | 1% | 9% | i
O=C(Cn1cc2c(n1)CCCC2)N1CCc2ccccc21 | 20% | -50%[inhibitor] | 16% | 5 | -9% | 5% | -5% | -5% | i
O=C1Nc2ccccc2C1(O)C/C(=N/O)c1ccccc1 (stereo not given) | 11%[9.22 µM] | -11% | -5% | 12 | -7%[7.66 µM] | 0% | 2% | 5% | i
CCC(C)NC(=O)C1(C)CCC(=O)N1Cc1ccccc1OC (stereo not given) | 4% | i | 13% | -2 | -3% | 3% | -11% | 25% | i

Ordered by value in GLP-1R agonist (falling): some entries from above.
canonical_smiles | PTHR1 agonist | GLP-1R agonist | pAkt inh
CCOc1ccc(/C=C/C(=O)c2c(O)cc(C)oc2=O)cc1 | -47%[inhibitor] | 1% | i
COc1ccc2nc(-c3ccc(N)cc3)[nH]c2c1 | -27% | -1% | i
CCC(C)NC(=O)C1(C)CCC(=O)N1Cc1ccccc1OC (stereo not given) | i | -11% | i

Additional results:
compound | TDP-43 yeast inh | PTHR1 agonist | Abeta rescue | D3 antag | GLP-1R inv ag | aSyn rescue | GLP-1R agonist | FUS yeast rescue | pAkt inh
COc1ccc(N2CCN(CCCNC(=O)Nc3ccccc3Cl)CC2)cc1 | 10% | i | -2% | x | -26% | x | -2% | -26% | x
COc1ccccc1OCc1nnc(SCC(=O)Nc2nnc(C3CC3)s2)n1C | -22% | i | -9% | 0 | 12% | -4% | 8% | -15% | i
COc1ccc(CNC(=O)CSc2ncc(S(=O)(=O)c3ccc(Br)cc3)c(=O)[nH]2)cc1 | 14% | -36%[inhibitor] | 0% | x | 6% | x | 0% | 11% | x
CN(C)c1ccc(NC(=O)c2ccc3c(c2)nnn3C)cc1 | 4% | i | 1% | 7 | 20% | 9% | -7% | -9% | i
CN(C(=O)COC(=O)c1cccnc1Nc1ccccc1F)C1CCS(=O)(=O)C1 (stereo not given) | 0% | i | 1% | 3 | 10% | -6% | 8% | -5% | i
N#Cc1ccsc1NC(=O)COC(=O)CCS(=O)(=O)c1ccccc1 | -14% | i | -10% | 0 | 9% | 1% | 6% | 7% | i
Cc1ccc(NC(=O)NC2=NN(c3ccccc3)C(=O)/C2=C2/CCCN2C)cc1 | 4% | 17% | 5% | 3 | u | -1% | -7% | -28% | i
N#CCCn1cc(C(=O)Nc2ccc([N+](=O)[O-])cc2)c(-c2cc3ccccc3o2)n1 | 0% | -4% | -10% | -13 | 1% | -1% | 6% | -1% | i
CCOC(=O)[C@@H]1[C@H]2COc3ccc(Br)cc3[C@@H]2N2C(=O)N(c3cccc(F)c3)C(=O)[C@]12C | 7% | 2% | 6% | -15 | u | 26% | 0% | u | i
CC(=O)N1CCN(C(=O)C(Cc2c[nH]c3ccccc23)NC(=O)c2ccccc2Cl)CC1 (stereo not given) | -15% | -18% | 5% | -2 | 23% | -1% | 10% | 6% | i
O=C(C1COc2ccccc2O1)N1CCCC1 (stereo not given) | 4% | u | -15% | -4 | 11% | -5% | -5% | 19% | i
COc1cc(C2CC(c3cccs3)=NN2C(=O)CCl)ccc1OC(F)F (stereo not given) | 11% | -19% | 9% | -18 | u | 14% | 11% | 33% | i
COc1ccc(S(=O)(=O)NCCc2ccccc2)cc1OC | -9% | u | 4% | 9 | 4% | 0% | 0% | -3% | i
Cc1nn(C)c(C)c1S(=O)(=O)N(CC(=O)Nc1nccs1)c1ccc(C(C)C)cc1 | u | i | 4% | 7 | -11% | 2% | 8% | 0% | i
CC1(C)CC2(CC(c3ccc(F)cc3)c3ccc(O)cc3O2)NC(=S)N1 (stereo not given) | 0% | -7% | 16% | u | -22% | -8% | -4% | 12% | i
N#CC(C#N)c1ccnc2ccccc12 | 6% | -19% | -5% | 2 | u | -5% | -3% | -15% | i
COc1cc(OC)cc(C(=O)Nc2ccc3oc(-c4ccccc4C)nc3c2)c1 | 39% | i | 15% | x | u | x | x | 31% | x
Cc1ccc(-c2nc3c(c(=O)[nH]c(=O)n3Cc3ccccc3)n2Cc2ccccc2)o1 | -8% | -20% | 5% | 4 | -2%[0.307 µM] | 8% | 10% | 11% | i
CCCC(CCC)C(=O)Nc1ccc2c(c1)N(C(=O)CCN1CCN(C)CC1)c1ccccc1CC2 | 11% | -2% | -1% | -9 | u | 4% | 1% | 22% | i
CCCn1c(-c2ccncc2)n[nH]c1=S | 11% | i | 5% | 0 | 10%[7.66 µM] | 1% | 1% | -4% | i
O=C(Nc1cc(C(F)(F)F)ccc1N1CCOCC1)c1ccc[n+]([O-])c1 | 10% | i | 10% | -15 | 17% | 10% | 5% | -2% | i
CC(C)c1nnc(NC(=O)c2nc(S(=O)(=O)Cc3ccc(F)cc3)ncc2Cl)s1 | 8% | -21% | -7% | -61* | u | 12% | -8% | 42% | i
C=CCc1cccc(Cl)c1OCCCNC1CCCC1 | -16% | i | -11% | -89* | u | -4% | -4% | -7% | i
Cc1ccc(C(=O)OC2CCOC2=O)cc1NC(=O)c1ccco1 (stereo not given) | -7% | 13%[57.5 µM] | 5% | u | 4% | -9% | 0% | -66%[inhibitor] | i
O=C(CN(C(=O)c1csnn1)c1cccc(C(F)(F)F)c1)NCCc1ccccc1 | -14% | i | -6% | 6 | u | 3% | 6% | -18% | i
Cc1ccc(S(=O)(=O)N2CCN(C(=O)CN3CCN(c4ccc(O)cc4)CC3)CC2)cc1 | 6% | i | -19% | -16 | u | -3% | 10% | 19% | i
COc1cccc(Cc2nc3ccccc3nc2SCC(=O)N2CCCc3ccccc32)c1 | -21% | -14% | -15% | x | 2% | x | x | 1% | x
O=C(Nc1cccnc1)c1cccs1 | -18% | i | -15% | 20 | u | -3% | -9% | 25% | i
CCOc1cccc(-c2nn3c(-c4ccccn4)nnc3s2)c1 | u | -16%[57.5 µM] | 0% | 4 | 0% | 1% | 19% | 25% | i
O=C(NCc1ccccc1)C(c1ccccn1)N(C(=O)c1csnn1)c1ccccc1F (stereo not given) | 1% | -3% | -17% | 0 | 15% | 0% | 6% | -15% | i
Cc1ccc(SC(C)C(=O)NC2CC2)cc1 (stereo not given) | 14% | -9% | 6% | 4 | 7% | -5% | 3% | -9% | i
COC(=O)c1ccc(COC(=O)c2cnc(Cl)c(Cl)c2)cc1 | -20% | -9% | -2% | -23 | 23% | -2% | 7% | -11% | i
O=C(COc1ccccc1)OCc1cc(-c2ccco2)on1 | -2% | u | 0% | 1 | 7% | -6% | 9% | 37% | i
CN(C(=O)c1c(Cl)nc2sccn12)C1CCCCC1 | u | i | 4% | 12 | 36%[activator] | 15% | 4% | 11% | i
CCOc1ccccc1Nc1nnc(-c2cc3cc(Cl)ccc3oc2=O)s1 | 0%[9.22 µM] | i | -10% | x | 5% | x | x | -15% | x
CCc1cc(C(=O)Cc2nc3ccccc3s2)c(O)cc1OCC(=O)O | 28% | -11% | 16% | 3 | 65%[activator] | -2% | 0% | 7% | i

Of the compounds above, 8 contain fluorine:
compound | TDP-43 yeast inh | PTHR1 agonist | Abeta rescue | D3 antag | GLP-1R inv ag | aSyn rescue | GLP-1R agonist | FUS yeast rescue | pAkt inh
CN(C(=O)COC(=O)c1cccnc1Nc1ccccc1F)C1CCS(=O)(=O)C1 (stereo not given) | 0% | i | 1% | 3 | 10% | -6% | 8% | -5% | i
CCOC(=O)[C@@H]1[C@H]2COc3ccc(Br)cc3[C@@H]2N2C(=O)N(c3cccc(F)c3)C(=O)[C@]12C | 7% | 2% | 6% | -15 | u | 26% | 0% | u | i
COc1cc(C2CC(c3cccs3)=NN2C(=O)CCl)ccc1OC(F)F (stereo not given) | 11% | -19% | 9% | -18 | u | 14% | 11% | 33% | i
CC1(C)CC2(CC(c3ccc(F)cc3)c3ccc(O)cc3O2)NC(=S)N1 (stereo not given) | 0% | -7% | 16% | u | -22% | -8% | -4% | 12% | i
O=C(Nc1cc(C(F)(F)F)ccc1N1CCOCC1)c1ccc[n+]([O-])c1 | 10% | i | 10% | -15 | 17% | 10% | 5% | -2% | i
CC(C)c1nnc(NC(=O)c2nc(S(=O)(=O)Cc3ccc(F)cc3)ncc2Cl)s1 | 8% | -21% | -7% | -61* | u | 12% | -8% | 42% | i
O=C(CN(C(=O)c1csnn1)c1cccc(C(F)(F)F)c1)NCCc1ccccc1 | -14% | i | -6% | 6 | u | 3% | 6% | -18% | i
O=C(NCc1ccccc1)C(c1ccccn1)N(C(=O)c1csnn1)c1ccccc1F (stereo not given) | 1% | -3% | -17% | 0 | 15% | 0% | 6% | -15% | i

Screening results as filed in PubChem.
